Assay outcomes from PubChem BioAssay.
USP17 block: blocks human USP17 ubiquitin-rhodamine cleavage. A8MUK1. purified USP17, Ub-rhodamine cleavage fluorescence, 3 h. inhibition, % at 50 µM. 47,000 compounds, 6.5% hits. AID 1645855
USP8 block: human USP8 deubiquitinase inhibition. inhibition, % at 20 µM. 47,000 compounds, 4.2% hits. purified USP8, Ub-rhodamine cleavage fluorescence, 30 min. P40818. AID 1645853
USP7 inh: human USP7 deubiquitinase inhibition | 47,000 compounds, 0.3% hits | purified USP7, Ub-rhodamine cleavage fluorescence | inhibition, % at 20 µM | Q93009
USP28 inh: human USP28 deubiquitinase inhibition; Q96RU2; purified USP28, Ub-rhodamine cleavage fluorescence, 30 min; inhibition, % at 25 µM; 47,000 compounds, 3% hits; AID 1645857
OTUD3 inh: blocks human OTUD3 ubiquitin-rhodamine cleavage. purified OTUD3, Ub-rhodamine fluorescence, 2 h. inhibition, % at 25 µM. 47,000 compounds, 0.7% hits. AID 1645858
USP30 inh: human USP30 deubiquitinase inhibition. Q70CQ3. purified USP30, Ub-rhodamine cleavage fluorescence. inhibition, % at 25 µM. 47,000 compounds, 5.3% hits
Target sequence (Q70CQ3 whole entry, looked up): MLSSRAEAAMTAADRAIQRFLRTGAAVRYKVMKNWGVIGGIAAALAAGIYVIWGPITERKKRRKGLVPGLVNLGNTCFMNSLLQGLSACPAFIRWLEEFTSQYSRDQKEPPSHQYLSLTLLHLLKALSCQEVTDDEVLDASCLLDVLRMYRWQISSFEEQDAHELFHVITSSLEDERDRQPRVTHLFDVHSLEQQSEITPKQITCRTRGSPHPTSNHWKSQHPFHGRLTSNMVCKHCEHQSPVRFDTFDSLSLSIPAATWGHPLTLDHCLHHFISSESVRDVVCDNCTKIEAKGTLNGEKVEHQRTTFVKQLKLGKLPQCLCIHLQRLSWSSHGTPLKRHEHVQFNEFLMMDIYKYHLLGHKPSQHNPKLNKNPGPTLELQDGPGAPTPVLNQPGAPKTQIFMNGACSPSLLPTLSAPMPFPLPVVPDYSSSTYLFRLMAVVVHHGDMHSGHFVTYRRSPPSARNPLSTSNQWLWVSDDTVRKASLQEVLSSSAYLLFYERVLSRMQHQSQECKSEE
UCHL1 block: inhibitors of human UCHL1 deubiquitinase | P09936 | purified UCHL1, Ub-rhodamine cleavage fluorescence | inhibition, % at 20 µM | 47,000 compounds, 0.2% hits | AID 1645859
USP10 block: inhibitors of human USP10 deubiquitinase; Q14694; purified USP10, Ub-rhodamine fluorescence, 60 min; inhibition, % at 20 µM; 47,000 compounds, 1.1% hits; AID 1645856
* hit, by the source's call. Cut-off read from the data, not from the text of the source: active = inhibition above about 30%; inactive = the rest.

SMILES	USP17 block	USP8 block	USP7 inh	USP28 inh	OTUD3 inh	USP30 inh	UCHL1 block	USP10 block
COc1ccc(CC(=O)N2CCC(c3cc(N)on3)CC2)cc1	-6.7	-8.9	-1.5	-12.1	-12.1	-3.4	-1.6	-0.8
O=C1CCCc2nc(N3CCN(c4ncccn4)CC3)nc(Nc3ccccc3)c21	1.1	19.9	2.0	10.3	13.9	22.3	5.5	-2.5
COc1ccc(CN2CCC(NC(=O)c3ccc(C#N)cc3)C2)cn1 (stereo not drawn)	2.1	19.1	0.4	1.8	10.8	11.2	0.4	-3.1
O=c1cc(-c2ccncc2)nc(N2CCCC2)n1Cc1ccccc1F	-50.0	-26.5	-8.4	-91.8	-58.2	-329.0	-14.0	-6.2
O=C(O)c1cn(Cc2ccccc2)c(=O)c2ccccc12	-11.0	13.6	-22.4	8.0	6.0	-46.7	4.0	-2.7
O=C(Cc1csc2nc(-c3ccccc3)cn12)Nc1ccc(F)cc1	-10.6	-8.5	-6.6	-23.0	-17.3	-45.2	-0.6	-5.2
O=c1cc[nH]c(=O)[nH]1	-11.7	4.4	-0.4	-8.6	-5.4	-4.7	-2.5	0.2
CCC1=NS(=O)(=O)c2cccnc2N1c1ccc(CC)cc1	1.4	0.6	0.1	2.9	1.5	-0.9	3.0	0.3

Structures above that have a carbonyl joined to an NH by a bond outside any ring:
SMILES	USP17 block	USP8 block	USP7 inh	USP28 inh	OTUD3 inh	USP30 inh	UCHL1 block	USP10 block
COc1ccc(CN2CCC(NC(=O)c3ccc(C#N)cc3)C2)cn1 (stereo not drawn)	2.1	19.1	0.4	1.8	10.8	11.2	0.4	-3.1
O=C(Cc1csc2nc(-c3ccccc3)cn12)Nc1ccc(F)cc1	-10.6	-8.5	-6.6	-23.0	-17.3	-45.2	-0.6	-5.2

An excerpt from above in order of molecular weight, low to high:
SMILES	USP17 block	USP8 block	USP7 inh	USP28 inh	OTUD3 inh	USP30 inh	UCHL1 block	USP10 block
COc1ccc(CC(=O)N2CCC(c3cc(N)on3)CC2)cc1	-6.7	-8.9	-1.5	-12.1	-12.1	-3.4	-1.6	-0.8
COc1ccc(CN2CCC(NC(=O)c3ccc(C#N)cc3)C2)cn1 (stereo not drawn)	2.1	19.1	0.4	1.8	10.8	11.2	0.4	-3.1
O=c1cc(-c2ccncc2)nc(N2CCCC2)n1Cc1ccccc1F	-50.0	-26.5	-8.4	-91.8	-58.2	-329.0	-14.0	-6.2

Only part of the results is shown (hit frequency here may not be typical).
